# Source: PubChem (several laboratories)
# GSK3 alpha inh = human GSK-3 alpha kinase inhibition. ADP-Glo luminescence, 60 min. inhibition, % at 10 µM. actives 0.1% (n = 320,000). AID 2650;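 in the data active = inhibition above about 50%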;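 also: GST-tagged GSK-3 alpha with peptide substrate and 25 µM ATP; 0% = DMSO neutral wells and 100% = GW8510 positive control wells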
# RGS4 act = potentiators or activators of RGS4; B-score at 10 µM; actives 0.92% (n = 310,000); HEK293 M3R/inducible RGS4, carbachol calcium flux Fluo4; hits give low values;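 active = B-score of the integrated calcium signal more than 4 SD below the library mean, with starting fluorescence not abnormally high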;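 also: negative B-score means reduced calcium response which marks RGS4 activation or potentiation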
#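 Reagent: ECmax carbachol challenge; Test system: M3R-expressing HEK293 line, RGS4 induced by doxycycline; Schedule: overnight RGS4 induction, 30 min dye load 37 °C, 20 min compound RT; Detection: calcium dye Fluo4 fluorescence; Read-out: Agonist-evoked peak-minus-minimum fluorescence over baseline, integrated ratio, B score.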
# KCNK9 inh = human KCNK9 channel inhibition | Q9NPC2 | HEK293 KCNK9, FluxOR thallium flux fluorescence; hits give low values | B-score at 10 µM | actives 1.2% (n = 310,000) | AID 488922;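 active = ratio B-score over 3 SD below the library mean, with starting fluorescence within 5 SD of its mean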;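 also: negative B-score means less thallium flux so channel inhibition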
# HDAC3 inh = blocks human histone deacetylase 3 | actives 0.15% (n = 320,000) | inhibition, % at 8.3 µM | O15379 | recombinant HDAC3, fluorogenic peptide/trypsin coupled, fluorescence; in the data active = inhibition above about 26%, passing the limit was not always enough; inconclusive = no clear call, values can overlap the other calls
# GSK3B inh = blocks human GSK3beta kinase activity. actives 0.038% (n = 300,000). GST-GSK3beta kinase, ADP-Glo luminescence, 60 min; hits give low values. activity score (negative = inhibition), % at 10 µM. AID 2097. P49841;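 active = more than half of replicate wells score below -50%, meaning over 50% inhibition versus plate controls; inconclusive = some replicates but at most half score below -50%; inactive = no replicate scores below -50%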;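 also: 0% = median DMSO wells and -100% = median GW8510 positive control wells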
#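 Assay system: GST-tagged human GSK3beta kinase, cell-free; Input: 1.6 ng GSK3beta; Medium: Tris/MgCl2 kinase buffer; Timing: 60 min enzyme reaction, room temperature; Signal: ADP-Glo luminescence quantifying ADP generated by kinase; Evaluation: score relative to plate controls; Benchmarks: DMSO neutral wells and GW8510 at 20 µM as positive.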
# KCNK3 inh = human KCNK3 channel inhibition, primary screen; O14649; CHO-KCNK3 thallium flux, FluxOR fluorescence; hits give low values; B-score at 10 µM; actives 0.84% (n = 340,000); AID 602410;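 active = B-score under library mean minus 4 SD, starting fluorescence ratio at most library mean plus 5 SD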;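 also: more negative B-score means stronger inhibition of thallium flux through KCNK3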
# KCNQ1 block = human KCNQ1 channel inhibition; P51787; CHO-K1 KCNQ1, FluxOR thallium flux fluorescence; hits give high values; B-score at 10 µM; actives 1.3% (n = 310,000); AID 2642;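 active = compounds whose thallium flux B-score, printed positive for inhibition, exceeds three library SD while starting fluorescence stays within three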;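 also: channel opened by potassium depolarization with thallium stimulus after 20 min compound exposure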
# PolyA inhibitor = inhibitors of polyadenylation in S. cerevisiae; S. cerevisiae SKY197-pL101 polyadenylation reporter, beta-gal luminescence; efflux-impaired pdr1/pdr3 knockout yeast; score 100 = 6 SD above DMSO; calls only at 12 µM; actives 0.02% (n = 300,000); AID 1875;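 active = lowest replicate activity score at least 50, where 100 means six control SD above control mean; inconclusive = lowest score under 50 but half or more replicates reach 50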;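 also: yeast exposed to compound for 9 h at 30 °C; higher score means more reporter readthrough which indicates perturbed polyadenylation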
# DYRK1A inh = blocks rat Dyrk1A kinase activity. ADP-Glo luminescence, NFATc1 peptide. inhibition, % at 12.5 µM. actives 0.43% (n = 310,000). Q63470; in the data active = inhibition above about 50%;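 also: plate controls were vehicle with enzyme for no effect and no enzyme for full effect; many of its hits are not listed in these tables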
# hERG rescue = shields human hERG channel from block by proarrhythmic agents | Q12809 | CHO-hERG, FluxOR thallium flux, dofetilide IC70 present | AID 1511 | actives 0.51% (n = 310,000) | activation (rescue from dofetilide block), less the hit threshold, % at 10 µM;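 active = activation above the mean of controls blocked by dofetilide plus 5 SD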;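 also: thallium influx through hERG after potassium depolarization seen as dye fluorescence rise; in these data hits start at about 4.7%; inactives centre near -7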
# Target sequence (Q12809 whole entry, looked up): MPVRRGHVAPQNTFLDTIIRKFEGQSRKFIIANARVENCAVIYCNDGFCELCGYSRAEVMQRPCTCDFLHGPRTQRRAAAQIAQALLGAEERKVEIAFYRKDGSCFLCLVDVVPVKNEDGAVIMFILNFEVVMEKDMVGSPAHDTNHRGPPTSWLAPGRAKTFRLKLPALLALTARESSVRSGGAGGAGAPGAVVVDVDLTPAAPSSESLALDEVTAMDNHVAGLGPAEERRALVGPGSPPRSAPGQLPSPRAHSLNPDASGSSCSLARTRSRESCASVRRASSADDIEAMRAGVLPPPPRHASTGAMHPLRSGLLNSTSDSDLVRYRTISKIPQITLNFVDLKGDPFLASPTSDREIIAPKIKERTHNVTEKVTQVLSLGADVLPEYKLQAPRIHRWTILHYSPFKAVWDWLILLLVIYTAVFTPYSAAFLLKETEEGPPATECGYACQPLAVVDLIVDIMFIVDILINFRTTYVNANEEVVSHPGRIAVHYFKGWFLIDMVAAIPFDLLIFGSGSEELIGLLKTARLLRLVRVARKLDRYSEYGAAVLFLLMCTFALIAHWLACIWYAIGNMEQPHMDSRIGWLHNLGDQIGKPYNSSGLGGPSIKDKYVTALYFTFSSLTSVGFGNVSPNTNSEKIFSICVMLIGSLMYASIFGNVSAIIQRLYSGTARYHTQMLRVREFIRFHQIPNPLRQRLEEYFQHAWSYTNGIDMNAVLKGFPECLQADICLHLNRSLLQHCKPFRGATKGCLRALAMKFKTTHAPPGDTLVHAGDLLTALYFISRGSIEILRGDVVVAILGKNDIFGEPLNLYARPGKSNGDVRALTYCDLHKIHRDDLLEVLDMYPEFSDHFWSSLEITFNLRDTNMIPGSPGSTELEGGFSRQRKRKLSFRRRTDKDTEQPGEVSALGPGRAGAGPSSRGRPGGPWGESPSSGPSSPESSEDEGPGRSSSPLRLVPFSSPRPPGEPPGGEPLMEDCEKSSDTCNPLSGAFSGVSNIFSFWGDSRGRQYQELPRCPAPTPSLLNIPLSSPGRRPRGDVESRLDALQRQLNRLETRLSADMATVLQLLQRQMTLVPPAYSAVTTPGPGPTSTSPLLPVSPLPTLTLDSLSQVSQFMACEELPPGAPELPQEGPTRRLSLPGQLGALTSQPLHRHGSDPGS
# KCNQ1 pot = potentiates or activates the human KCNQ1 potassium channel | actives 0.35% (n = 310,000) | CHO-K1 KCNQ1, thallium flux FluxOR fluorescence; hits give high values | B-score at 10 µM | P51787 | AID 2648;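 active = fluorescence ratio B-score, a plate-corrected score, at least three library SD, with initial intensity B-score within 5 SD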
#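 Material: CHO-K1 cells stably expressing KCNQ1. Medium: assay buffer for compound exposure, DMSO matched across wells. Reagent: K+/Tl+ depolarizing stimulus. Compound dosing: single-concentration screen. Times: 37 °C overnight plating, 90-min dark dye load, 20-min compound pretreatment. Technique: FluxOR Tl+ flux fluorescence.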
# * marks the source's active call; other numbers are inactive results; i = inactive; ? = inconclusive; · = no result given. This is a subset. The share of hits here may be higher or lower than overall.
SMILES,GSK3 alpha inh,RGS4 act,KCNK9 inh,HDAC3 inh,GSK3B inh,KCNK3 inh,KCNQ1 block,PolyA inhibitor,DYRK1A inh,hERG rescue,KCNQ1 pot
CCN(CC)c1ccc(Nc2nc(N3CCOCC3)c3ccccc3n2)cc1,1,i,i,15,0,i,8*,i,7,-14,i
CCOc1ccc(NC(=S)N(CCOC)C(C)c2ccco2)cc1 (centres undefined),-1,i,i,3,-1,i,i,i,-4,-11,i
N#Cc1ccc(-c2ccccc2)nc1SCC(=O)c1cc2ccccc2oc1=O,2,i,i,-2,-3,i,i,i,3,-3,i
COc1ccc(Br)cc1CN(C)CC(=O)Nc1cc(Cl)cc(Cl)c1,·,i,i,·,-5,i,i,i,-8,-11,i
CCC(CC)c1nnc(NC(=O)c2cc([N+](=O)[O-])ccc2N2CCCCC2)s1,-1,i,i,12,1,i,i,i,27,-22,i
CCCCOc1ccc(C(=O)Nc2ccc(N3CCN(C(C)=O)CC3)cc2)cc1,4,i,i,-3,3,i,i,i,-3,-5,i
COc1ccc(S(=O)(=O)N(C(=O)c2ccco2)c2cc3sc(=O)oc3c3ccccc23)cc1,0,i,i,10,0,i,i,i,4,-6,i
COc1ccccc1-n1cnnc1SCC(=O)NCc1cccs1,2,i,i,0,-3,i,i,i,-2,-5,i
CSc1ccccc1NC(=O)C1CC(c2ccccc2O)=NO1 (centres undefined),3,i,i,-2,1,i,i,i,-4,-3,i
O=C(NCCN1CCCCC1)c1ccco1,-4,i,i,1,1,i,i,i,-10,-1,i
Cc1cc(C(=O)OCC(=O)Nc2cc(S(=O)(=O)N(C)C)ccc2C)c2ccccc2n1,4,i,i,-3,0,i,i,i,·,-12,i
COc1ccc(-c2nn(-c3ccccc3)cc2C(=O)N(C)CC(=O)Nc2ccc(N3CCOCC3)cc2)cc1,6,i,i,-5,0,i,i,i,-2,-14,i
COc1ccc(CCNC(=O)C2CC(c3ccc(C(F)(F)F)cc3)=NO2)cc1 (centres undefined),1,i,i,?,2,i,i,i,-3,-13,i
CCCc1sc(N2CCCC(C(N)=O)C2)nc1-c1ccccc1 (centres undefined),0,i,i,3,0,i,i,i,-2,-9,i
COc1ccc(NC(=O)CN2CCN(S(=O)(=O)c3ccc(F)cc3)CC2)cc1Cl,0,·,·,-1,2,i,·,i,-1,·,·
O=C(Nc1nc2ccccc2[nH]1)c1ccc(F)cc1,3,i,i,0,-1,i,i,i,19,-2,i
COc1ccccc1CNC(=O)COC(=O)/C=C/c1ccc(OC(F)F)c(OC)c1,0,i,i,2,2,i,i,i,2,-9,i
Cc1cccc(C(=O)N[C@H](C(=O)NCCc2ccc(Cl)cc2)C(C)C)c1,0,i,i,1,2,i,i,i,-3,-1,i
Cc1cccc(NC(=O)c2cc(-c3ccccn3)nc3ccccc23)c1C,-4,i,i,-1,0,i,i,i,·,-20,i
COc1cccc(/C(O)=C2/C(=O)C(=O)N(Cc3ccco3)C2c2ccncc2)c1 (centres undefined),-2,i,i,2,0,i,i,i,7,-8,i
CSc1ccc(/C=C(\NC(=O)c2ccc(C)cc2)C(=O)NN)cc1,-1,i,i,10,2,i,i,i,·,-6,i
Cc1ccc(S(=O)(=O)N(C)c2ccc(C(=O)NCc3ccccc3F)cc2)cc1,2,i,i,17,-3,i,i,i,5,-11,i
O=C(c1ccccc1)N1CCN(CC(O)COc2ccc(Br)cc2)CC1 (centres undefined),-2,i,i,-3,5,i,i,i,·,-8,i
Cc1ccc(C)n1CCN1CCN(C(=O)CC#N)CC1,1,i,i,5,2,i,i,i,-6,-15,i
CN(C)S(=O)(=O)c1ccc(C(=O)OCn2nnc3ccccc3c2=O)cc1,-1,i,i,3,-4,i,i,i,-4,-8,i
CN(C)c1ccc(/C=C(\NC(=O)c2ccccc2)C(=O)N/N=C/c2ccc(C(=O)O)cc2)cc1,-4,i,i,10,3,i,i,i,3,-5,i
O=C(Nc1ccc(N2CCCC2)cc1)C(Cl)c1ccccc1 (centres undefined),1,i,i,4,-2,i,i,i,0,-4,i
CN(Cc1cnn(C)c1)C(=O)C1CCC(=O)N(Cc2ccc(Cl)cc2)C1 (centres undefined),4,i,i,0,2,i,i,i,-1,-8,i
Cc1ccc(C(=O)Cn2c(C)cc(C)c(C#N)c2=O)cc1,18,i,i,-3,5,i,i,i,-3,-5,i
COc1ccc(OC)c(C(C(=O)NC2CCCCC2)N(C(=O)c2ccccn2)c2cccnc2)c1 (centres undefined),-3,i,i,-3,-7,i,i,i,2,-6,i
Cn1c(Cc2cccs2)nnc1SCC(=O)Nc1ccc(F)cc1F,3,i,i,-2,3,i,i,i,-4,-19,i
COc1cc(CC(=O)OCC(=O)Nc2cccc([N+](=O)[O-])c2)cc(OC)c1OC,0,i,i,1,2,i,i,i,-6,-6,i
Cc1c(C(=O)OC2CCCC2)[nH]c2c1C(=O)CC(c1ccco1)C2 (centres undefined),3,i,i,-1,1,i,i,i,-1,0,i
Cc1ccc[n+](CC(=O)Nc2nc3ccccc3s2)c1,-1,i,i,·,0,i,i,i,-7,-1,i
C=CCNC(=O)COc1ccc(S(=O)(=O)NC2CCCCC2)cc1,0,i,i,-4,-1,i,i,i,-1,-8,i
CCCCOC(=O)c1ccc(NC(=S)NC(=O)c2c(Br)c(C)nn2C)cc1,-5,i,i,11,-1,i,i,i,3,2,i
Cn1c(CO)cnc1S(=O)(=O)Cc1ccc([N+](=O)[O-])cc1,0,i,i,-2,-2,i,i,i,1,-4,i
COc1cc(O)c(C(CC(=O)N2CCCC(C)C2)c2cc(OC)c(OC)c(OC)c2)c(OC)c1 (centres undefined),·,i,i,-1,4,i,i,i,-7,-3,i
CCOc1ccc(C(=O)Nc2ccc(NC(=O)c3ccccc3)c(C)c2)cc1[N+](=O)[O-],-2,i,i,-1,-3,i,i,i,7,-1,i
CCn1c(SCC(=O)Nc2cc(NC(C)=O)ccc2OC)nnc1-c1cccnc1,-2,i,i,3,0,i,i,i,-2,-8,i
COc1cc(OC)c(OC)cc1/C=N/NC(=S)NCC1CCCO1 (centres undefined),-1,i,i,?,-4,i,i,i,5,-24,i
O=C(Nc1ncn[nH]1)c1ccc([N+](=O)[O-])cc1[N+](=O)[O-],2,i,i,3,6,i,i,i,-5,-13,i
O=[N+]([O-])c1ccc(N2CCN(C(=S)c3cccc([N+](=O)[O-])c3)CC2)cc1,-2,i,i,-2,-3,i,i,i,-17,-17,i
Cc1ccc(-c2c(NCCc3ccccc3)c(=O)c2=O)cc1,-1,i,i,1,-1,i,i,i,-2,-5,i
Cc1ccc(-n2ncc3c(SCc4ccccc4)ncnc32)cc1,-5,i,i,-4,4,i,i,i,4,8.6*,i
Nc1ccc(OCCCc2c(N)nc(N)nc2N)cc1,-1,i,i,8,5,i,i,i,-3,-4,i
CNc1nc(-c2ccccc2)nc(-c2ccccc2)c1C#N,-3,i,i,-3,1,i,i,i,-3,-2,i
Cc1ccc(/C=N/NC(=O)c2nnn(-c3nonc3N)c2CSc2ccccc2)s1,1,i,i,-1,2,i,i,i,-1,-3,i
CCOC(=O)CNS(=O)(=O)c1c(C)noc1C,-1,i,i,-1,-2,i,i,i,0,-4,i
COc1cccc(NC(=O)C2Cc3ccccc3CN2C(=O)c2ccco2)c1 (centres undefined),0,i,i,-4,0,i,i,i,-7,-5,i
Cc1c(NC(=O)c2ccc(Cl)c(S(=O)(=O)N3CCOCC3)c2)c(=O)n(-c2ccccc2)n1C,2,i,i,0,-5,i,i,i,-5,-8,i
Nc1ccc(-c2nc3c(ccc4ccccc43)[nH]2)cc1,2,i,i,-169,-6,i,i,i,16,-9,i
CCOc1ccccc1N1CCN(Cc2cc3c(cc2[N+](=O)[O-])OCO3)CC1,-7,i,i,-4,1,i,i,i,-3,-11,i
Cc1ccccc1-n1c(SCC(=O)N(C)C2CCS(=O)(=O)C2)nc2ccccc2c1=O (centres undefined),-1,i,i,0,5,i,i,i,3,-10,i
Oc1ccc(-c2nccc(-c3ccccn3)n2)cc1,2,i,i,9,-2,i,i,i,23,1,i
CC(C)(C)C1CCC(C(=O)OCC(=O)N2CCN(C(=O)c3ccco3)CC2)CC1 (centres undefined),2,i,i,1,-1,i,i,i,1,-1,i
CC(C)(C)NC(=O)COc1ccc(CNc2ncn[nH]2)cc1,-2,i,i,-2,0,i,i,i,3,-11,i
CCc1ccc(NC(=S)Nc2ccc(S(=O)(=O)Nc3ncccn3)cc2)cc1,-3,i,i,4,0,i,i,i,16,-13,i
CCC(C)(C)NC(=O)Cn1c(-c2ccccc2)cc(C(C)=O)c1C,-3,i,i,1,4,i,i,i,0,-9,i
N#Cc1c(NC(=O)c2ccc(Cn3cc(Br)cn3)o2)sc2c1CCCCC2,-2,i,i,9,-1,i,i,i,-5,-8,i

# (continued)
SMILES,GSK3 alpha inh,RGS4 act,KCNK9 inh,HDAC3 inh,GSK3B inh,KCNK3 inh,KCNQ1 block,PolyA inhibitor,DYRK1A inh,hERG rescue,KCNQ1 pot
COc1cc(Nc2cc(C)nc3ncnn23)cc(OC)c1OC,0,i,i,2,2,i,i,i,19,-5,i
CN(C)CCN(C(=O)c1ccc2c(c1)OCCO2)c1nc2ccc(Cl)cc2s1,·,i,i,1,-1,i,i,·,3,-15,i
CN1CCN(S(=O)(=O)c2cccc(C(=O)Oc3cccc(C#N)c3)c2)CC1,-1,i,i,1,-3,i,i,i,4,-15,i
Cc1cc(-n2c(C)cc(C(=O)CSc3nc(N)cc(=O)[nH]3)c2C)no1,0,i,i,·,1,i,i,i,-3,-18,i

# Part of the list above in a different format.
CN1CCN(S(=O)(=O)c2cccc(C(=O)Oc3cccc(C#N)c3)c2)CC1
  GSK3 alpha inh: -1
  RGS4 act: i
  KCNK9 inh: i
  HDAC3 inh: 1
  GSK3B inh: -3
  KCNK3 inh: i
  KCNQ1 block: i
  PolyA inhibitor: i
  DYRK1A inh: 4
  hERG rescue: -15
  KCNQ1 pot: i
Cc1cc(-n2c(C)cc(C(=O)CSc3nc(N)cc(=O)[nH]3)c2C)no1
  GSK3 alpha inh: 0
  RGS4 act: i
  KCNK9 inh: i
  HDAC3 inh: ·
  GSK3B inh: 1
  KCNK3 inh: i
  KCNQ1 block: i
  PolyA inhibitor: i
  DYRK1A inh: -3
  hERG rescue: -18
  KCNQ1 pot: i
